LAP4-GFP MLPCN: modulators of LAP4-GFP expression in yeast, primary screen, S. cerevisiae, multiplex flow cytometry, MLPCN library; 3 h; median GFP as percent of DMSO wells; GFP response vs DMSO, % at 10 µM; hit rate 0.34% among 320,000; AID 2023, 2009;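 active = GFP response vs DMSO above a set limit, about the screen mean plus 3 SD, cut at about 150% in these data; inconclusive = under 70 cell events counted for the yeast strain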
AGP1 TOR yeast: modulators of AGP1-GFP expression in yeast TOR pathway, primary screen, cell-based, multiplex flow cytometry, S. cerevisiae, MLPCN library; 3 h; GFP as percent of DMSO wells; GFP response vs DMSO, % at 10 µM; hit rate 0.02% among 320,000; AID 2066, 2009;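 active = GFP response relative to DMSO above a set limit, near screen average plus 3 SD, cut at about 150% in these data; inconclusive = fewer than 70 cells counted for the yeast strain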;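 note: median GFP channel fluorescence of the gated AGP1 strain per well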
VLA-4 inh: inhibition in human VLA-4 binding assay, primary screen, VLA-4 allosteric modulator project, MLPCN library, flow cytometry, VLA-4 expressing cells. ligand binding flow cytometry. inhibition, % (about 7 µM as worked out from the volumes in the protocol). hit rate 0.2% among 330,000. AID 2557, 2010; in the data active = inhibition above about 50%
Target sequence (P13612 whole entry, looked up): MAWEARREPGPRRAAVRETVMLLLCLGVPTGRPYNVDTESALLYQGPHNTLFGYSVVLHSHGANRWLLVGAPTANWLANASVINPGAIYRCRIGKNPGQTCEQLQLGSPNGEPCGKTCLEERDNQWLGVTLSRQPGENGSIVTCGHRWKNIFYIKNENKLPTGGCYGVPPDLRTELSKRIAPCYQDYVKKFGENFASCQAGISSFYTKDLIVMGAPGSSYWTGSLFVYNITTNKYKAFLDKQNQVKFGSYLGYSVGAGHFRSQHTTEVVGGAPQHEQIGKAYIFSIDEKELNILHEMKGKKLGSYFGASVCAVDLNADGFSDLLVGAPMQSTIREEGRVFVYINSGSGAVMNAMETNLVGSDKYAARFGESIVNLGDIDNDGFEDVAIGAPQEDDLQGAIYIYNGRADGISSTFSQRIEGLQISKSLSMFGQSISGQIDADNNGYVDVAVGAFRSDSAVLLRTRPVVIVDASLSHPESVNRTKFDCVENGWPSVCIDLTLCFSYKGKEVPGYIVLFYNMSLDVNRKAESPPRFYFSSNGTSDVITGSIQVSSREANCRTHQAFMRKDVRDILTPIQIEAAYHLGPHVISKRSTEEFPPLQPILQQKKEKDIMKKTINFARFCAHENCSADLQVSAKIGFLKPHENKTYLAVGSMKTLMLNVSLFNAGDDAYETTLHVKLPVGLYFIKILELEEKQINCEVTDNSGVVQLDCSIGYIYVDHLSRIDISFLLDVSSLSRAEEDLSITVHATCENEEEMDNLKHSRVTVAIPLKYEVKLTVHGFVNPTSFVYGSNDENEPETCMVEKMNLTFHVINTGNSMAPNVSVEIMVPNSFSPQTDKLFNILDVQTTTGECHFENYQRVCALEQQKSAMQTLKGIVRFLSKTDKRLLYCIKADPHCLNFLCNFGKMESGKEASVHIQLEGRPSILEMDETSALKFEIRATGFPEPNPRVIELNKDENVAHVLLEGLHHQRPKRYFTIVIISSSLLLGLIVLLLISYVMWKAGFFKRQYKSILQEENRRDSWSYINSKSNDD
MEP2 TOR yeast: modulators of MEP2-GFP levels in yeast, primary screen, S. cerevisiae, multiplex flow cytometry, MLPCN library; GFP response vs DMSO, % at 10 µM; hit rate 0.51% among 330,000; AID 2016, 2009; S. cerevisiae MEP2-GFP strain, 3 h; 100% = DMSO control level;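 active = GFP response versus DMSO above a set limit, roughly screen mean plus 3 SD, cut at about 180% in these data; inconclusive = fewer than 70 cells counted for a yeast strain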;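 note: median GFP fluorescence of the barcode-gated MEP2-GFP cells per well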
CIT2 TOR yeast: modulators of CIT2-GFP expression in yeast, primary screen, S. cerevisiae, GFP fusion, multiplex flow cytometry, MLPCN library. S. cerevisiae CIT2-GFP strain, 3 h; 100 means same as DMSO wells. GFP response vs DMSO, % at 10 µM. hit rate 0.065% among 320,000. AID 2029, 2009;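 active = GFP response relative to DMSO above a set limit, near the screen mean plus 3 SD, cut at about 150% in these data; inconclusive = Fewer than 70 cells measured for a yeast strain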;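 note: ratio of well median GFP fluorescence to mean of DMSO wells on the plate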
CR mimetic SO: reduction of superoxide in aged yeast, primary screen, HTS. S. cerevisiae aged cells, superoxide DHE fluorescence; active compounds read low. superoxide response (% of plate mean), % at 10 µM. hit rate 0.18% among 330,000. AID 2690, 2010;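 active = superoxide response under a set limit, about three screen SD below normal, cut at about 65% in these data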;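 note: yeast aged for seven days with compound at 30 °C before DHE staining; 100% = average MFI of all compound-treated wells on the plate with controls excluded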
GRK2 inh: compounds blocking aptamer binding on GRK2 – biochemical, human GRK2, bead flow cytometry, HTS, primary screen; Beta-adrenergic receptor kinase 1 (Homo sapiens), P25098; FAM-aptamer displacement from GRK2; inhibition of aptamer binding, % at 10 µM; hit rate 0.59% among 330,000;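 active = inhibition of aptamer binding above 40%, roughly 3 SD of noise, on plates passing a quality check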;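 note: median bead fluorescence of bound FAM aptamer so fluorescent compounds give negative values; no value below 0 was filed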
RPL19A-GFP yeast: RPL19A-GFP expression modulators in yeast, primary screen, cell-based, S. cerevisiae, multiplex flow cytometry, MLPCN; AID 2025, 2009; percent response vs DMSO, % at 10 µM; hit rate 0.3% among 330,000; S. cerevisiae RPL19A-GFP strain, 3 h; active compounds read low;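 active = percent response vs DMSO below 50%; inconclusive = fewer than 70 events counted for the yeast strain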;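 note: median channel GFP fluorescence of the barcoded RPL19A-GFP strain; ratio of sample median GFP to plate DMSO average so 100% = DMSO; lower means less RPL19A-GFP as with rapamycin TOR inhibition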
* marks the source's active call; other numbers are inactive results; ? = inconclusive; · = no result given; [ ] = another dose, or the depositor's remark.

SMILES | LAP4-GFP MLPCN | AGP1 TOR yeast | VLA-4 inh | MEP2 TOR yeast | CIT2 TOR yeast | CR mimetic SO | GRK2 inh | RPL19A-GFP yeast
O=C(CN1CCCC1)NCC(=O)Nc1ccc(F)cc1 | 86 | 88 | 8 | 91 | 90 | 105 | 0 | 100
O=C(NCCN1CCCC1)c1ccc(Br)cc1 | 96 | 96 | 15 | 108 | 100 | 90 | · | 101
CC1CCN(C(=O)c2cc(S(=O)(=O)N3CCCCC3)c[nH]2)CC1 | 98 | 98 | 15 | 93 | 95 | 99 | 0 | 97
COc1ccc(OC)c(NC(=S)NN2CCN(C)CC2)c1 | 103 | 102 | 5 | 93 | 110 | 81 | 0 | 105
Cc1ccc(S(=O)(=O)N2CCC(C(=O)C3C(=O)CC(C)(C)CC3=O)CC2)cc1 | 77 | 83 | 5 | 100 | · | 114 | 3 | 85
CCOC(=O)CSC1=C(C#N)C(c2ccc(F)cc2)C(C(C)=O)=C(C)N1 (stereo unspecified) | 88 | 100 | -2 | 97 | 97 | 103 | 0 | 97
CCOC(=O)N1CCN(C(=O)c2cc3n(n2)C(C(F)(F)F)CC(c2ccc4c(c2)OCO4)N3)CC1 (stereo unspecified) | 107 | 101 | -2 | 98 | 96 | 94 | 2 | 100
CC(C)NC(=O)COc1ccc(S(=O)(=O)N(C)Cc2ccccc2)cc1 | 92[may fluoresce violet] | 18[may fluoresce violet] | -6 | 408*[may fluoresce violet] | ? | 75 | 9 | 71[may fluoresce violet]
NC(=O)CC1NC(=O)c2cc([N+](=O)[O-])cc(I)c2OCCC(C(N)=O)NC(=O)[C@@H]2CCCN2C1=O (stereo partly specified) | 107 | 88 | 3 | 90 | 102 | 121 | 2 | 103
O=S(=O)(Nc1ncccn1)c1ccc(NS(=O)(=O)c2cccc(Cl)c2Cl)cc1 | 118 | 97 | -10 | 103 | 83 | 100 | 1 | 93
O=S(=O)(c1ccc(F)c(F)c1)N1CCN(c2ncccn2)CC1 | 94 | 105 | 10 | 104 | 105 | 89 | 0 | 107
Cc1ccc(CN2C(=O)CCC2C(=O)NCCCN2CCOCC2)cc1 (stereo unspecified) | 105 | 93 | 0 | 111 | 105 | 102 | 0 | 95
C=CCn1c(SCC(=O)NC2CCCCC2)nnc1-c1sc(N)nc1C | 103 | 107 | 11 | 103 | 106 | 119 | 0 | 96
COc1cccc(/C=C2\SC(=S)N(CCCC(=O)N3CCCC3)C2=O)c1 | 148 | 97 | 2 | 100 | 83 | 108 | 55* | 96
Fc1ccccc1/C=N/Nc1nc2ccccc2o1 | · | 83 | 10 | 92 | 77 | 95 | 4 | 82
O=C(NC1CCCCC1)C1CCN(C(=O)c2ccc(-c3ccccc3)cc2)CC1 | 119 | 92 | 0 | 100 | 87 | 95 | 1 | 91
COc1ccc(OC)c(NC(=O)Cn2cccc2)c1 | 106 | 110 | -4 | 107 | 110 | 82 | 0 | 105
CC(=O)N1CCOc2cc(S(=O)(=O)NCc3ccc(F)cc3)c(C)cc21 | 101 | 95 | 9 | 98 | 96 | 108 | 3 | 94
CCOC(=O)N1CCC(NCCNC(=O)c2ccc(F)c(F)c2)CC1 | 102 | 99 | 9 | 102 | 100 | 94 | 0 | 97
CC(Oc1ccccc1)C(=O)N/N=C/c1ccccn1 (stereo unspecified) | 100 | 104 | 3 | 100 | 99 | 102 | 3 | 100

Full records as entered above. Order of values: LAP4-GFP MLPCN, AGP1 TOR yeast, VLA-4 inh, MEP2 TOR yeast, CIT2 TOR yeast, CR mimetic SO, GRK2 inh, RPL19A-GFP yeast
`O=S(=O)(c1ccc(F)c(F)c1)N1CCN(c2ncccn2)CC1` is entered as 94, 105, 10, 104, 105, 89, 0, 107
`COc1ccc(OC)c(NC(=S)NN2CCN(C)CC2)c1` is entered as 103, 102, 5, 93, 110, 81, 0, 105
`CCOC(=O)N1CCN(C(=O)c2cc3n(n2)C(C(F)(F)F)CC(c2ccc4c(c2)OCO4)N3)CC1` (stereo unspecified) is entered as 107, 101, -2, 98, 96, 94, 2, 100
`O=S(=O)(Nc1ncccn1)c1ccc(NS(=O)(=O)c2cccc(Cl)c2Cl)cc1` is entered as 118, 97, -10, 103, 83, 100, 1, 93
`O=C(NC1CCCCC1)C1CCN(C(=O)c2ccc(-c3ccccc3)cc2)CC1` is entered as 119, 92, 0, 100, 87, 95, 1, 91

More records.
SMILES | LAP4-GFP MLPCN | AGP1 TOR yeast | VLA-4 inh | MEP2 TOR yeast | CIT2 TOR yeast | CR mimetic SO | GRK2 inh | RPL19A-GFP yeast
O=C(Nc1ccc(S(=O)(=O)N2CCCCC2)cc1)C1CCN(C(=O)c2ccco2)CC1 | 100 | 105 | -3 | 112 | 114 | 104 | 1 | 106
Cc1sc2c(c1C)CN(Cc1ccncc1)CN2C(=O)c1ccco1 | 99 | 95 | -7 | 103 | 96 | 116 | 0 | 96
CCc1nc(SCC(=O)NNC(=O)c2ccc(C)cc2)c2ccccc2n1 | 105 | 101 | 11 | 109 | 100 | 106 | 0 | 99
C=CCNC(=S)N1CCN(S(=O)(=O)c2ccc(C)cc2)CC1 | 102 | 103 | 4 | 112 | 108 | 100 | 1 | 105
COc1ccc(N2CCN(C(=O)COC(=O)c3cccc(S(=O)(=O)Nc4cccc(C)c4)c3)CC2)cc1 | 105 | 102 | 6 | 103 | 89 | 96 | 3 | 100
Cc1ccc(C)c(NC(=O)C2CCCN2C(=O)NC2CCCCC2)c1 (stereo unspecified) | 98 | 97 | -11 | 94 | 98 | 99 | 5 | 96
Cc1c(N/C(=N/S(=O)(=O)c2ccccc2)c2ccc(Cl)cc2)c(=O)n(-c2ccccc2)n1C | 97 | 110 | 1 | 107 | 108 | 96 | 3 | 103
COc1ccc(N2C(=O)CC(SCc3ccc(Cl)cc3)C2=O)cc1 (stereo unspecified) | 105 | 98 | -8 | 89 | 90 | 95 | 0 | 93
Cc1ccc(NC(=O)COC(=O)CCNS(=O)(=O)c2ccc(C)c(C)c2)cc1 | 103 | 103 | -5 | 118 | 106 | 105 | 0 | 103
Cc1cccc(NC(=O)c2cc(NC(=O)C3CC=CCC3C(=O)O)ccc2N2CCOCC2)c1 (stereo unspecified) | 99 | 101 | -8 | 106 | 107 | 104 | 0 | 104
NC(=O)c1ncc(C(F)(F)F)cc1Cl | 106 | 107 | 13 | 100 | 93 | 102 | 3 | 95
O=C(OCc1ccc([N+](=O)[O-])cc1)C1CC(=O)N(CCc2ccccc2)C1 (stereo unspecified) | 105 | 101 | -1 | 102 | 90 | 127 | 0 | 103
COc1ccc(C)cc1NCC(=O)Nc1ccc(C(C)(C)C)cc1 | 95 | 103 | 20 | 101 | 97 | 90 | 3 | 107
COc1cn(-c2ccccc2)nc1C(=O)Nc1ccc(C)cc1Cl | 101 | 93 | 8 | 104 | 84 | 123 | 2 | 96
CCOc1ccc(OCC)c(NC(=O)C2CCCN(S(=O)(=O)c3cnc[nH]3)C2)c1 (stereo unspecified) | 97 | 103 | 3 | 98 | 102 | 113 | 0 | 100
CCOC(=O)C1(C(=O)OCC)CC1c1ccccc1 (stereo unspecified) | 110 | 100 | 5 | 110 | 103 | 103 | 3 | 102
Cc1ccc(NC(=O)CN(c2ccc(C)cc2)S(=O)(=O)c2cccc3nonc23)cc1 | 95 | 99 | 27 | 89 | 98 | 92 | 0 | 98
CCOc1ccc(N2CC(NS(=O)(=O)c3cccs3)CC2=O)cc1 (stereo unspecified) | 105 | 97 | -3 | 94 | 87 | 114 | 4 | 91
CC(C)N(C)C(=O)C(=O)c1cccn1-c1cccc(Cl)c1C#N | 94 | 100 | 6 | 101 | 98 | 94 | 0 | 98
CCn1c(=O)cc(OCC(=O)NCCCN2CCN(c3cccc(Cl)c3)CC2)c2ccccc21 | 95 | 107 | -6 | 102 | 108 | 130 | 1 | 105
CC(NC(=O)COC(=O)c1cc(Cl)nc(Cl)c1)c1ccccc1 (stereo unspecified) | 103 | 100 | -8 | 95 | 98 | 105 | 0 | 95
COc1ccc(NC(=O)c2ccc(Oc3ncccn3)cc2)cc1 | 96 | 98 | 13 | 101 | 96 | 98 | 1 | 102
Cc1ccc(-n2nc(C)c(NC(=O)CCl)c2C)cc1C | 100 | 90 | -16 | 114 | 96 | 76 | 0 | 106
O=C(CC1Nc2ccccc2NC1=O)NCc1cccnc1 (stereo unspecified) | 97 | 95 | -9 | 96 | 101 | 87 | 0 | 93
O=C(Nc1nc2cc3c(cc2s1)OCCO3)c1ccncc1 | 93 | 106 | 21 | 103 | 109 | 79 | 7 | 107
O=C(/C=C/c1ccccc1)N1CCN(c2ccccn2)CC1 | 93 | 97 | 5 | 99 | 101 | 100 | 2 | 97
CC(C)n1c(SCC(=O)NC2CCCCC2)nnc1-c1ccco1 | 90 | 93 | 12 | 98 | 100 | 111 | 4 | 98
NC1=NC(c2ccc(Cl)cc2)n2c(nc3ccccc32)N1 (stereo unspecified) | 103 | 102 | 0 | 106 | 95 | 126 | 0 | 102
COC(=O)c1ccc2c(=O)n(CC3CCCO3)c(=S)[nH]c2c1 (stereo unspecified) | 106 | 105 | 15 | 111 | 97 | 115 | 0 | 103
CC(=O)Oc1ccc(/C=N\NC(=O)c2cc3c(ccc4ccccc43)o2)cc1 | 114 | 100 | -4 | 119 | 107 | 99 | · | 101
CC(C)(/C=N/O)N(O)C=C1C=CC(=O)C=C1 | 112 | 115 | 17 | 96 | 118 | 97 | 2 | 103
O=c1c2ccccc2nc2sc(Nc3ccc(F)cc3)nn12 | 84 | 64 | 9 | 88 | 89 | 109 | 0 | 94
CC(C)C(NS(=O)(=O)/C=C/c1ccccc1)C(=O)NCc1ccc(F)cc1 (stereo unspecified) | 100 | 103 | 14 | 103 | 105 | 108 | 0 | 104
Cc1ccc(C)c(NC(=O)Cn2cc(C(=O)C3CC3)c3ccccc32)c1 | 107 | 100 | 17 | 106 | 102 | 105 | 0 | 98
CCOc1ccccc1C1CC(c2ccc(Br)cc2)Nc2nc(N)nn21 (stereo unspecified) | 102 | 101 | 22 | 109 | 97 | 121 | 1 | 97
O=c1[nH]c2ccccc2nc1/C=C(\O)C1CC1 | 111 | 109 | 5 | 111 | 114 | 101 | 3 | 109
CN(N)c1ccc2c(C(F)(F)F)cc(C(F)(F)F)nc2n1 | 96 | · | -1 | 98 | 99 | 104 | 0 | 95
Cn1c(SC2CCCCC2=O)nnc1-c1ccncc1 (stereo unspecified) | 103 | 104 | 1 | 93 | 113 | 92 | 0 | 106
Cc1ccc(S(=O)(=O)N2CCN(C(=O)CSCc3ccc(C(C)C)cc3)CC2)cc1 | 95 | 100 | 6 | 98 | 100 | 95 | 0 | 95
COc1ccc(S(=O)(=O)N2CCN(C(=O)CCc3c[nH]c4ccccc34)CC2)cc1 | 98 | 96 | 1 | 96 | 95 | 111 | 0 | 95
O=C(O)c1cn(Cc2ccccc2)c2ccc(Cl)cc2c1=O | 119 | 84 | 20 | 88 | 80 | 109 | 5 | 96
O=[N+]([O-])c1cc(F)c(N2CCOCC2)cc1N1CCCCC1 | 104 | 102 | -2 | 101 | 107 | 138 | 1 | 102
Cc1ccc(SCC(=O)OC(C)C(=O)Nc2ccc(S(N)(=O)=O)cc2)cc1C (stereo unspecified) | 108 | 105 | -7 | 105 | 97 | 112 | 0 | 99
CSc1nnc(-c2sccc2OCc2ccccc2)n1C | 98 | 104 | -13 | 102 | 104 | 97 | 3 | 97

From PubChem BioAssay
